EPAC2 antag: blocks human EPAC2 exchange factor; actives 0.18% (n = 360,000); Potency, µM (top dose mostly 114 µM), for the others: top-dose activity, negative = inhibition, actives largely listed as inhibitors; AID 720708; EPAC2 GEF exchange of Rap1B-BODIPY-GDP, fluorescence; Q8WZA2; note: potency is the fitted concentration of half-maximal effect; % is set by controls: 0 for no effect and ±100 for the full control effect; nearly all actives have a fitted effect of over 45% in size; many of its hits are not listed in these tables
Target sequence (Q8WZA2 whole entry, looked up): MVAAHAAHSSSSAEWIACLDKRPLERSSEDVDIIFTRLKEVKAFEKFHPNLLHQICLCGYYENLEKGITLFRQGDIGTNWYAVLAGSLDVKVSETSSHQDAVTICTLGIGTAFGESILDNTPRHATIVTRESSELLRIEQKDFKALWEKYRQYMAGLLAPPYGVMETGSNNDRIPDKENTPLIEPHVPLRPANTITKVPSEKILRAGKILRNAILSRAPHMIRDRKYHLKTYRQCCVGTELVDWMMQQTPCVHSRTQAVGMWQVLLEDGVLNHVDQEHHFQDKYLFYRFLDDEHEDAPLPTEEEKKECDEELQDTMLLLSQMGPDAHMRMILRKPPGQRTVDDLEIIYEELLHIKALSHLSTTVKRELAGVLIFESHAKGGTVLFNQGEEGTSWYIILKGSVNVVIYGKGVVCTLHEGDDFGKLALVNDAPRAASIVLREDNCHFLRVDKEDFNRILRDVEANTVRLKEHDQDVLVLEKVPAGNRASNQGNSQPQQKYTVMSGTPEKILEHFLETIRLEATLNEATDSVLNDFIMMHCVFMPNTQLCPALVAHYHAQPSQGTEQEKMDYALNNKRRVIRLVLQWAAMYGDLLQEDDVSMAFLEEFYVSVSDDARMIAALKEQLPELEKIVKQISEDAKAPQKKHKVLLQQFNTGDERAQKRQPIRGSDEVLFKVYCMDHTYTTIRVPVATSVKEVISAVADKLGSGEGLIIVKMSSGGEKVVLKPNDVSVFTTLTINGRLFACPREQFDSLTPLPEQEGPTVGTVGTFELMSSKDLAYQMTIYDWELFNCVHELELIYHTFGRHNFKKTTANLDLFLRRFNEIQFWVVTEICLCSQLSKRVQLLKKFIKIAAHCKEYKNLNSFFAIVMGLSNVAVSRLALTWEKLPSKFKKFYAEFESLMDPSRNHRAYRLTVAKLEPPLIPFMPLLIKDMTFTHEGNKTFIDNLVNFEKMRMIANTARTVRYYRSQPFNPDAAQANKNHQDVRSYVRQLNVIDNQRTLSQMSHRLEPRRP
Nrf2 inh: Nrf2 pathway inhibition; A549 ARE-Fluc reporter, luciferase luminescence, 18-24 h; Potency, µM (titrated, usually from 46 µM), inactives show at the top dose activity change, negative = inhibition, actives largely listed as inhibitors; actives 2.1% (n = 360,000); AID 504444; note: potency is the fitted concentration of half-maximal effect; % is set by controls: 0 for no effect and ±100 for the full control effect; nearly all actives have a fitted effect of over 60% in size
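A549 ARE_Fluc cells, 5000/well, 5% FBS OPTI-MEM; compounds in dose-response, 18-24 h at 37 °C/5% CO2; CellTiter-Fluor viability read (Ex 405/Em 525), then BugLite luciferase luminescence = Nrf2 activity.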
A549 viability: A549 cytotoxicity, counter-screen for Nrf2 inhibitors. A549 ARE-Fluc cells, CellTiter-Fluor viability, 18-24 h. Potency, µM (titrated, usually from 46 µM), without a hit: at the highest dose activity change, negative = cytotoxicity, most hits filed as inhibitors. actives 0.16% (n = 390,000). AID 504648; note: potency is the fitted concentration of half-maximal effect; % is set by controls: 0 for no effect and ±100 for the full control effect
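A549 ARE_Fluc cells in 5% FBS OPTI-MEM were exposed to compounds in concentration-response for 18-24 h at 37 deg C. Viability was read by CellTiter-Fluor fluorescence (Ex 405/Em 525) after 30 min, before the luciferase read.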
TGFb SMAD3 inh: TGF-b pathway inhibition; HepG2 CAGA-GFP TGF-b/SMAD3 reporter, GFP fluorescence, 18 h; TGF-beta stimulated, 500 pg/mL final; Potency, µM (top dose mostly 46.1 µM), without a hit: at the highest dose activity, negative = inhibition, most hits filed as inhibitors; actives 1.2% (n = 410,000); note: potency is the fitted concentration of half-maximal effect; % is set by controls: 0 for no effect and ±100 for the full control effect; nearly all actives have a fitted effect of over 65% in size
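HEPG2 CAGA-GFP, 1000 cells/well; 2 h settle, 37 C; cpd via pin tool; TGF-b 500 pg/mL final; 18 h, 37 C; GFP imaging ex488/em500-530; %Activity normalised to -TGF-b and +DMSO controls; CRC fit, curve class.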
Mm-Cpn inhibitor: inhibitors of Methanococcus maripaludis chaperonin (MmCpn); purified Mm-Cpn ATPase, ADP Transcreener TR-FRET; Potency, µM (doses to about 76.9 µM), without a hit: top-dose activity, negative = inhibition, most hits filed as inhibitors; actives 0.031% (n = 330,000); AID 504842; note: potency is the fitted concentration of half-maximal effect; % is set by controls: 0 for no effect and ±100 for the full control effect; nearly all actives have a fitted effect of over 80% in size
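Measured: ADP formation by purified Mm-CPN. Conditions: 25 nM protein, 10 uM ATP, Tris pH 7.4 with Mg2+, K+ and DTT, 37°C for 30 min. Detection: Transcreener HTRF after 30 min at room temperature.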
Nrf2 activator: activators of Nrf2 (ARE) signaling | actives 0.31% (n = 410,000) | Potency, µM (doses to about 46.1 µM), for inactives: top-dose activation, most hits filed as activators | AREc32 ARE-luciferase reporter (MCF7-derived line), luminescence, 24 h; note: potency is the fitted concentration of half-maximal effect; % of control where 0% means no effect; nearly all actives have a fitted effect of over 65% in size
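Quantitative high-throughput format: AREc32 reporter cells, 1000 per well, received compound by pin transfer and were incubated 24 hr at 37 deg C, 5% CO2, before Steady-Glo luminescence detection.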
pAkt inh: Akt phosphorylation inhibition; Neuro2A IGF-stimulated pAkt S473 HTRF, 20 min; stronger effect = lower value; activity change, % for hits at 50 µM; actives 0.32% (n = 360,000); AID 651550; in the data active = activity change below about -80%; inconclusive = mostly about -51% to -80%; note: % is set by controls: 0 for no effect and ±100 for the full control effect
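Neuro2A cells (4,500/well, DMEM with 0.5% FBS) were treated with compound at a single 50 µM final concentration, stimulated with 6 nM IGF for 20 min at 37 °C, and lysed. Phospho-Akt Ser473 was read by HTRF as 665/615 ratio ×10^4.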
CCT chaperon mod: modulators of cytosolic chaperonin (CCT/TRiC) activity; purified chaperonin ATPase assay, HTRF ADP detection, 30 min; activity change, % (concentration not given with the values), hits read low; actives 0.3% (n = 360,000); in the data active = activity change below about -30%; note: % is set by controls: 0 for no effect and ±100 for the full control effect
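Nucleotide hydrolysis assay: TRiC at 20–40 nM final (set by batch activity) with 10 uM ATP, 30 min at 37 °C, in presence of 76 uM compound. Detection by competitive ADP HTRF, 30 min ambient.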
EPAC2 agonist: EPAC2 (human) agonism; EPAC2 activation, biochemical qHTS; response scale: 100% = 6.5 mM cAMP response; actives 0.079% (n = 360,000); Q8WZA2; AID 720711; Potency, µM (highest dose often 154 µM), inactives show top-dose activation, usual class: activators; note: potency is the fitted concentration of half-maximal effect; nearly all actives have a fitted effect of over 50% in size
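Fluorescence exchange assay: 100 nM EPAC2 with 250 nM RAP1B-BODIPY-GDP and 50 uM GDP; compounds tested as a concentration-titration series (qHTS). Loss of Rap1-bound BODIPY-GDP fluorescence read at 480/540 nm; data normalized to 6.5 mM cAMP.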
Starred values were filed as active, the others as inactive. Unless noted, calls come from the whole dose curve; as a rule, active = well fitted curve in the direction sought with a large enough effect; inconclusive = small, poorly fitted or top-dose-only effect, or another doubt; inactive = no such curve, though single readings can be large; an effect the other way counts as inactive or inconclusive.

Screening Cc1ccc(C(=O)OCC(=O)NC(=O)NCc2ccccc2)cc1C returned EPAC2 antag -14%, Nrf2 inh 11%, A549 viability -2%, TGFb SMAD3 inh 8%, Mm-Cpn inhibitor -1%, Nrf2 activator 0.0%, pAkt inh inactive, CCT chaperon mod 0.0 and EPAC2 agonist 3%.
CCCNC(=O)COC(=O)c1ccc(N2CCCC2)c([N+](=O)[O-])c1 was read as EPAC2 antag -18%, Nrf2 inh -12%, A549 viability 3%, TGFb SMAD3 inh 1%, Mm-Cpn inhibitor 0%, Nrf2 activator -0.5%, pAkt inh inactive, CCT chaperon mod -7.6 and EPAC2 agonist 3%.
For COc1ccc(C(C(=O)NC2CCCCC2)N(C(=O)c2sc(C)nc2C)c2ccccc2C)cc1 (centres undefined) the results were EPAC2 antag -6%, Nrf2 inh inconclusive, A549 viability -21%, TGFb SMAD3 inh inconclusive, Mm-Cpn inhibitor -2%, Nrf2 activator -0.2%, pAkt inh inactive, CCT chaperon mod -1.4 and EPAC2 agonist 12%.
`Cc1ccc(S(=O)(=O)N(CC(=O)N(C(C)C)C(C)C)C(=O)N2CCN(C)CC2)cc1` gave EPAC2 antag 9%, Nrf2 inh 1%, A549 viability -6%, TGFb SMAD3 inh 3%, Mm-Cpn inhibitor 3%, Nrf2 activator 0.1%, pAkt inh inactive, CCT chaperon mod 0.2 and EPAC2 agonist -3%.
CCN1C(=O)/C(=C\c2cccs2)C(C(=O)OC)=C1C was read as EPAC2 antag -9%, A549 viability 0%, TGFb SMAD3 inh 18%, Mm-Cpn inhibitor -2%, Nrf2 activator 9.4%, pAkt inh inactive, CCT chaperon mod -1.1 and EPAC2 agonist -16%.
For Cc1ccc(NC(=O)NCCN2CCN(c3ccccc3)CC2)cc1Cl the results were EPAC2 antag 0%, Nrf2 inh 7%, A549 viability -4%, TGFb SMAD3 inh 8%, Mm-Cpn inhibitor 2%, Nrf2 activator 0.0%, pAkt inh inactive, CCT chaperon mod -0.7 and EPAC2 agonist 5%.
For COc1cccc(-c2ccc(SCC(=O)N3CCN(c4ccccc4)CC3)nn2)c1 the results were EPAC2 antag 2%, Nrf2 inh 21µM*, A549 viability inconclusive, TGFb SMAD3 inh 1%, Mm-Cpn inhibitor 2%, Nrf2 activator 1.6%, pAkt inh inactive, CCT chaperon mod -1.5 and EPAC2 agonist 5%.
Screening CCOC(=O)c1ccc2ncc(C(=O)OCC)c(Nc3ccc(C)c(Br)c3)c2c1 returned Nrf2 inh 4%, A549 viability -1%, TGFb SMAD3 inh -2% and Nrf2 activator -1.3%.
Cc1cc(C(=O)C(=O)NC(C)C)c(C)n1-c1ccc([N+](=O)[O-])cc1 was read as EPAC2 antag 11%, Nrf2 inh 8%, A549 viability 5%, TGFb SMAD3 inh -9%, Mm-Cpn inhibitor 2%, Nrf2 activator -0.1%, pAkt inh inactive, CCT chaperon mod 0.8 and EPAC2 agonist 2%.
CCC(NC(=O)CCCc1ccccc1)c1ccccc1 (centres undefined) was read as EPAC2 antag 0%, Nrf2 inh -11%, A549 viability 10%, TGFb SMAD3 inh -9%, Mm-Cpn inhibitor 0%, Nrf2 activator 0.3%, pAkt inh inactive, CCT chaperon mod -0.5 and EPAC2 agonist 11%.
For S=c1[nH]nc(-c2ccco2)n1/N=C/C(Cl)=C/c1ccccc1 the results were EPAC2 antag 5%, Nrf2 inh inconclusive, A549 viability 2%, TGFb SMAD3 inh inconclusive, Mm-Cpn inhibitor -1%, Nrf2 activator inconclusive, pAkt inh inactive, CCT chaperon mod 0.0 and EPAC2 agonist 5%.
Screening COc1cc(NC(=O)c2cccc3c2C(=O)N(Cc2cccnc2)C3)cc(OC)c1OC returned EPAC2 antag 2%, Nrf2 inh -28%, A549 viability 0%, TGFb SMAD3 inh -3%, Mm-Cpn inhibitor -1%, Nrf2 activator 0.4%, pAkt inh inactive, CCT chaperon mod 0.9 and EPAC2 agonist 8%.
Screening CCOC(=O)[C@@H]1[C@H]2COc3ccccc3[C@H]2N2C(=O)N(c3ccc(F)cc3)C(=O)[C@]12C returned EPAC2 antag -19%, Nrf2 inh 17%, A549 viability 16%, TGFb SMAD3 inh -6%, Mm-Cpn inhibitor -2%, Nrf2 activator -0.5%, pAkt inh inactive, CCT chaperon mod 0.3 and EPAC2 agonist 8%.
Cc1ccc(/C(N)=N/OC(=O)c2cccs2)cc1 was read as EPAC2 antag -3%, Nrf2 inh inconclusive, A549 viability -2%, TGFb SMAD3 inh -10%, Mm-Cpn inhibitor 1%, Nrf2 activator inconclusive, pAkt inh inactive, CCT chaperon mod -0.6 and EPAC2 agonist 8%.
COc1ccc(C(O)c2nccn2Cc2ccccc2)cc1 (centres undefined) was read as EPAC2 antag 2%, Nrf2 inh 9%, A549 viability 1%, TGFb SMAD3 inh -4%, Mm-Cpn inhibitor 1%, Nrf2 activator -0.5%, pAkt inh inactive, CCT chaperon mod -0.8 and EPAC2 agonist 4%.
For CS(=O)(=O)N1CCN(c2ccc(NC(=O)c3cc4ccccc4o3)cc2)CC1 the results were EPAC2 antag 9%, Nrf2 inh 1%, A549 viability -16%, TGFb SMAD3 inh -7%, Mm-Cpn inhibitor 1%, Nrf2 activator -0.4%, pAkt inh inactive, CCT chaperon mod -1.3 and EPAC2 agonist 0%.
`CC1CCC2(CC1)NC(=O)N(CC(=O)N1CCN(S(=O)(=O)c3ccc4c(c3)CCC4)CC1)C2=O` (centres undefined) gave EPAC2 antag -2%, Nrf2 inh 7%, A549 viability 5%, TGFb SMAD3 inh -15%, Mm-Cpn inhibitor 1%, Nrf2 activator -0.4%, pAkt inh inactive, CCT chaperon mod -2.0 and EPAC2 agonist 3%.
C=CCNC(=S)Nc1ccc(Br)cc1F was read as EPAC2 antag 1%, Nrf2 inh 23µM*, A549 viability 0%, TGFb SMAD3 inh inconclusive, Mm-Cpn inhibitor 1%, Nrf2 activator 3.5%, pAkt inh inactive, CCT chaperon mod -2.2 and EPAC2 agonist 0%.
`COc1ccc(OCC(O)CNC(=O)c2ccc(OC)cc2)cc1` (centres undefined) gave EPAC2 antag 2%, Nrf2 inh -26%, A549 viability -3%, TGFb SMAD3 inh 4%, Mm-Cpn inhibitor 0%, Nrf2 activator -0.3%, pAkt inh inactive, CCT chaperon mod 0.2 and EPAC2 agonist 8%.
`CCc1ccc2c(c1)C(c1ccc([N+](=O)[O-])cc1)=NNC(c1ccc(F)cc1)=N2` gave EPAC2 antag 7%, Nrf2 inh 2%, A549 viability -5%, TGFb SMAD3 inh 1%, Mm-Cpn inhibitor -3%, Nrf2 activator 4.2%, pAkt inh inactive, CCT chaperon mod 2.9 and EPAC2 agonist 2%.
CC(C)=CCC/C(C)=C/CNC(=O)C[C@H]1C[C@H](C(=O)N2CCOCC2)[C@@]2(CCC3CCCC3)c3[nH]c4cc(-c5ccco5)ccc4c3CCN2C1=O was read as EPAC2 antag -2%, Nrf2 inh inconclusive, A549 viability -19%, TGFb SMAD3 inh inconclusive, Mm-Cpn inhibitor -3%, Nrf2 activator 0.3%, pAkt inh inactive, CCT chaperon mod 0.2 and EPAC2 agonist -3%.
`CCn1c(N)c(C(=O)NCc2cccnc2)sc1=S` gave EPAC2 antag 0%, Nrf2 inh 19%, A549 viability 9%, TGFb SMAD3 inh 18%, Mm-Cpn inhibitor -1%, Nrf2 activator 1.3%, pAkt inh inactive, CCT chaperon mod -1.6 and EPAC2 agonist 6%.
`CCCCn1c(N)c(N(CC(C)C)C(=O)CCCc2nc3ccccc3s2)c(=O)[nH]c1=O` gave EPAC2 antag -3%, Nrf2 inh 23%, A549 viability 4%, TGFb SMAD3 inh 0%, Mm-Cpn inhibitor 2%, Nrf2 activator -0.4%, pAkt inh inactive, CCT chaperon mod -0.9 and EPAC2 agonist -5%.
Cc1ccc2[nH]nc(C(=O)N3CCCC(C(=O)c4ccc(Cl)cc4)C3)c2c1 (centres undefined) was read as EPAC2 antag -21%, Nrf2 inh -23%, A549 viability -12%, TGFb SMAD3 inh inconclusive, Mm-Cpn inhibitor -4%, Nrf2 activator 0.0%, pAkt inh inactive, CCT chaperon mod -0.1 and EPAC2 agonist 14%.
For O=C(CSC1=Nc2ccccc2C2=NC(CC(=O)NCc3ccco3)C(=O)N12)NCc1ccco1 (centres undefined) the results were EPAC2 antag 17%, Nrf2 inh 16%, A549 viability -2%, TGFb SMAD3 inh 0%, Mm-Cpn inhibitor -2%, Nrf2 activator 3.0%, CCT chaperon mod 2.0 and EPAC2 agonist 1%.
Screening Cc1ccc(C2CC(=O)Oc3cc(O)ccc32)cc1 (centres undefined) returned EPAC2 antag -14%, Nrf2 inh 3%, A549 viability 5%, TGFb SMAD3 inh 13%, Mm-Cpn inhibitor -1%, Nrf2 activator -0.5%, pAkt inh inactive, CCT chaperon mod -2.4 and EPAC2 agonist 8%.
CC(=O)N1N=C(c2ccncc2)CC1c1ccccc1O (centres undefined) was read as EPAC2 antag 6%, Nrf2 inh inconclusive, A549 viability -1%, TGFb SMAD3 inh inconclusive, Mm-Cpn inhibitor -1%, Nrf2 activator 0.2%, pAkt inh inactive, CCT chaperon mod 0.4 and EPAC2 agonist 8%.
CN1CCN(C(=O)c2ccc3c(c2)N(Cc2c(F)cccc2Cl)C(=O)c2ccccc2S3)CC1 was read as Nrf2 inh -14%, A549 viability -12%, TGFb SMAD3 inh inconclusive and Nrf2 activator 8.1%.
`O=C(Cc1ccccc1)NNC(=O)c1ccc(Br)o1` gave EPAC2 antag 2%, Nrf2 inh 3%, A549 viability -3%, TGFb SMAD3 inh -3%, Mm-Cpn inhibitor -1%, Nrf2 activator -0.7%, pAkt inh inactive, CCT chaperon mod 1.4 and EPAC2 agonist 3%.

An excerpt. The share of hits here may be higher or lower than overall.
